Screening results (PubChem)
C-LANA FP: blocks KSHV LANA C-terminal domain binding to DNA; MBP-C-LANA/FAM-LBS DNA binding, fluorescence polarization; inhibition, % at 9 µM; 340,000 compounds, 0.078% hits;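 active = highest replicate inhibition at or above 60% at 9 µM, even if other replicates fall short; inactive = all replicates below 60% inhibition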;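 also: 0% = neutral control wells and 100% = 4 µM acridine orange control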
Rtt109 HAT inh: blocks Candida albicans Rtt109/Vps75 acetyltransferase activity; Q5AAJ8; purified Rtt109/Vps75, ThioGlo CoA-SH fluorescence, 4 h; inhibition, % at 34.9 µM; 330,000 compounds, 0.16% hits;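 active = inhibition of at least 50% in every replicate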
Target sequence (Q5AAJ8 whole entry, looked up): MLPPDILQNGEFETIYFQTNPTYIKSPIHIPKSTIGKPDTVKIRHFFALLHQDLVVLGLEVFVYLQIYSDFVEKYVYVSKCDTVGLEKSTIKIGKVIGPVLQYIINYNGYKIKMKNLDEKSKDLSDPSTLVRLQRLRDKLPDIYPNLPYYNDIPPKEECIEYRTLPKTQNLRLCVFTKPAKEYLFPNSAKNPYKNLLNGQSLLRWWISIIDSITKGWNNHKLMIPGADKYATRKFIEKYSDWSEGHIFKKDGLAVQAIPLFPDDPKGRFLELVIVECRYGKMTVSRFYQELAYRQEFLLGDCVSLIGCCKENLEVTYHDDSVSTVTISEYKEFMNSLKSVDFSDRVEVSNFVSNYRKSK
DAGLB inhibitor: diacylglycerol lipase beta (human) inhibition. HEK293T DAGLB membrane lysate, EnzChek fluorogenic substrate. 340,000 compounds, 0.059% hits. Q8NCG7. AID 504411. inhibition, % at 5.17 µM; in the data active = inhibition above about 34%;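 also: 0% = enzyme with vehicle and 100% = wells lacking enzyme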
Keap1 Nrf2 FP: inhibitors of human Keap1-Nrf2 protein-protein interaction. inhibition, % at 9.4 µM. Keap1 Kelch-Nrf2 peptide fluorescence polarization, 1536-well. 340,000 compounds, 0.15% hits. Q14145; in the data active = inhibition above about 12%;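 also: human Keap1 Kelch domain with fluorescein labeled Nrf2 9mer peptide probe; 0% = neutral control wells and 100% = peptide positive control; higher means more block of Keap1 binding to Nrf2 peptide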
Target sequence (Q14145 whole entry, looked up, the tested form may be a part): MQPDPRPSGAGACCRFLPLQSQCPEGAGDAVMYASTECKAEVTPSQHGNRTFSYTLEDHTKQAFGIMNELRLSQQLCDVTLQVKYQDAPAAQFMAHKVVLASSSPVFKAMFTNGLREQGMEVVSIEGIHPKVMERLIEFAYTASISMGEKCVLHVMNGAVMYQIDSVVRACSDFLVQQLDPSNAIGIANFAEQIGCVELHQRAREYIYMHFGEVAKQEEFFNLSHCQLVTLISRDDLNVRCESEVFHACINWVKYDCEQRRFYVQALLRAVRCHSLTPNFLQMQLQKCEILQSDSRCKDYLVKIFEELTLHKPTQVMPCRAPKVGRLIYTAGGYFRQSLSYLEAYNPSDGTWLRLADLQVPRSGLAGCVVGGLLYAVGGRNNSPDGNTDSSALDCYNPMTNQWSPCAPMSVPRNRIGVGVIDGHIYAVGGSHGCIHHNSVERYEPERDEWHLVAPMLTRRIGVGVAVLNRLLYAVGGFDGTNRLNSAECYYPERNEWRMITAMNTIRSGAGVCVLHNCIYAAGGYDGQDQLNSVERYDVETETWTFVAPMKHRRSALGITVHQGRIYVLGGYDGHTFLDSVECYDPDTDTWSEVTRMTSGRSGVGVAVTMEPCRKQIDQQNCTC
PKA-R2B act: activates the human PKA-R2B holoenzyme complex. P22694+P31323. PKA-R2B holoenzyme dissociation, Cy5-IP20 fluorescence polarization; R2B truncated from residue 108, S112A mutant; 0% DMSO only, 100% 113 µM cGMP. activation, % at 11.4 µM. 340,000 compounds, 0.079% hits. AID 504700;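 active = activation above a cutoff set at the mean over all compounds plus 3 SD, cut at about 18% in these data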;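 also: higher means more holoenzyme dissociation and a rise in polarization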
CAL PDZ FP-1: inhibitors of human CAL PDZ peptide binding; purified CAL PDZ, TMR-peptide fluorescence polarization, 1 h; inhibition, % at 20 µM; 330,000 compounds, 0.02% hits; AID 504414;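 active = highest replicate inhibition of at least 40%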;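 also: plate controls were DMSO neutral control wells for no effect and unlabeled competitor peptide control wells for full effect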
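Test system: tagged CAL PDZ domain / Buffer or medium: sodium phosphate/NaCl buffer pH 7.4 with TCEP, IgG, Thesit / Reagent: TMR-labelled reporter peptide T*-PRC34 bound in PDZ groove / Compound dosing: single point, 20 µM / Schedule: 1 h incubation at room temperature before polarization reading / Technique: fluorescence polarization (mP) / Benchmarks: unlabelled peptide, DMSO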
CAL PDZ FP-2: inhibitors of human CAL PDZ peptide binding; purified CAL PDZ, TMR-peptide fluorescence polarization, 1 h; inhibition, % at 24.9 µM; 300,000 compounds, 0.92% hits; AID 602252;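 active = mean inhibition of at least 30% with at least half of replicates also reaching 30%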;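 also: 0% = DMSO neutral control and 100% = excess unlabeled competitor peptide PRC23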
RTF Ca sens inh: cardiac RTF calcium desensitization; P19429+P45379; IANBD-labeled cardiac RTF, Ca2+ fluorescence; inhibition, % at 7.15 µM; 340,000 compounds, 0.12% hits; AID 493244;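 active = inhibition above the mean inhibition of all tested compounds plus 3 SD, cut at about 17% in these data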;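 also: assay run at fixed EC70 calcium of 1.6 mM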
SR-BI DiI-HDL act: activators of SR-BI mediated HDL lipid uptake; CHO ldlA[mSR-BI] cells, DiI-HDL uptake fluorescence, 3 h; 100 = double the neutral-control signal; activation, % at 12.5 µM; 320,000 compounds, 0.096% hits; AID 504775;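 active = mean replicate activation of at least 60% and every replicate at or above 60%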;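 also: 0% = median plate neutral-control signal and 100% = twice that signal; values of inactives mirror those of a sister screen read the other way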
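Material: SR-BI-overexpressing, LDLR-lacking CHO cells | Dosing: Single compound concentration, delivered by pin transfer | Probe or stimulus: Labelled HDL, 10 µg/mL | Signal: Bottom-read cell fluorescence after medium removal, ex 550/em 595 nm | Schedule: 3 h, 37 °C | Evaluation: HDL uptake via cellular fluorescence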
cardiac RTF act: increases calcium sensitivity of human cardiac regulated thin filaments; 340,000 compounds, 0.24% hits; IANBD-labeled TnC RTF fluorescence at EC20 calcium; 0% EC20 calcium, 100% full calcium; P19429+P45379; activation, % at 7.2 µM;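 active = activation above the mean over all tested compounds plus 3 SD, cut at about 30% in these data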;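 also: rise in fluorescence read as greater calcium sensitivity of cardiac thin filaments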
Starred values were filed as active, the others as inactive; / = no result given.

SMILES	C-LANA FP	Rtt109 HAT inh	DAGLB inhibitor	Keap1 Nrf2 FP	PKA-R2B act	CAL PDZ FP-1	CAL PDZ FP-2	RTF Ca sens inh	SR-BI DiI-HDL act	cardiac RTF act
CCC(=O)Nc1ccc(NC(=O)c2ccco2)cc1	1.2	4	-2	-5	1	0.1	3	0	-3	-1
O=C(Nc1c2c(nn1-c1ccc(F)cc1)CS(=O)(=O)C2)c1ccc(S(=O)(=O)N2CCOCC2)cc1	2.4	13	-1	-3	-2	-2.9	-3	-12	5	2
COc1ccc(Cl)cc1S(=O)(=O)n1nnc2ccccc21	0.5	7	0	1	6	-0.6	-4	-3	-6	-2
C=CCN(CC=C)C(=O)Nc1cc(OC)ccc1OC	-2.2	-9	1	0	8	-0.4	-1	0	12	-5
COCCNC(=O)C(OC(=O)c1ccco1)c1ccc(OC)cc1 (stereo not given)	1.1	2	0	-5	1	0.4	/	-7	-2	1
COc1ccc(S(=O)(=O)N(CC(=O)N2CCN(C)CC2)c2ccc(C)cc2)cc1OC	0.4	/	-1	-5	-15	-3.7	-1	-9	10	0
CC(=O)OC(c1nc2ccccc2c(=O)n1C1CC2(OC1=O)c1ccccc1N1C(=O)C(C)(C)N(O)C12)C(C)C (stereo not given)	0.1	25	-1	-6	-16	0.5	-2	-2	0	6
Cc1ccc(/C=N/Nc2nc(Cl)c(Cl)cc2Cl)s1	-1.6	-2	-3	4	-3	-2.4	-5	-1	/	-3
Cc1cc([N+](=O)[O-])nn1Cn1nc([N+](=O)[O-])cc1C	-0.2	/	3	1	3	-0.8	-9	0	-7	4
CCN1CCN(C(c2ccccc2)c2nnnn2Cc2ccccc2)CC1 (stereo not given)	-0.6	4	4	-2	9	-2.0	-8	1	19	3
CCc1ccccc1NC1=NCC(=O)N1C1CCCCC1	1.5	7	-2	-6	-5	-2.6	-4	3	/	1
O=c1[nH]c(=O)n(Cc2ccco2)c2c1C(C(F)(F)F)(C(F)(F)F)N=C(c1ccc(F)cc1)N2	1.2	2	0	-3	-12	-0.7	-4	8	3	-3
CCCc1nc2ccccc2n1CCOC	-1.1	-4	-1	-3	-11	-2.2	-1	-5	17	8
COc1ccc2[nH]cc(CCNS(=O)(=O)c3ccccc3)c2c1	0.8	-1	0	0	-1	0.2	-1	-1	-3	0
S=C(Nc1ccc(Cl)cc1)NC1CC2CCCC(C1)N2C1CCCC1 (stereo not given)	0.0	/	-7	4	8	-1.8	5	-2	-9	-7
COc1ccc(CN(CC2CCCO2)C(=O)c2cc3ccccc3oc2=O)cc1 (stereo not given)	-0.2	-1	0	-1	-3	-0.5	/	-3	15	0
Fc1ccccc1CN1CCC(Cc2ccccc2)CC1	2.3	9	-5	-5	-6	-1.9	/	-4	19	-2
Cc1ccoc1C(=O)Nc1cccc2ccccc12	-1.3	-6	1	-4	-12	-3.3	-4	0	7	6
C#CCOCCOCCOCCNc1nc(N2CCOCC2)nc(N2CCN(C(=O)CCCCCCCCCCNC(=O)[C@@H]([C@H](C)O)n3cc(C)nn3)CC2)n1	-1.2	5	-2	-1	-4	0.3	7	9	-42	0
Cc1ccccc1NC(=O)Nc1cnccn1	1.2	-3	-1	4	1	0.2	1	0	10	-2

Taken from above:
Cc1ccoc1C(=O)Nc1cccc2ccccc12 in Rtt109 HAT inh: -6
CCc1ccccc1NC1=NCC(=O)N1C1CCCCC1 in PKA-R2B act: -5

Additional compounds
SMILES	C-LANA FP	Rtt109 HAT inh	DAGLB inhibitor	Keap1 Nrf2 FP	PKA-R2B act	CAL PDZ FP-1	CAL PDZ FP-2	RTF Ca sens inh	SR-BI DiI-HDL act	cardiac RTF act
CSc1nc2c(c(=O)[nH]1)C(c1ccc(Br)cc1)CC(=O)N2 (stereo not given)	-1.8	-1	/	-1	/	-0.3	-1	/	34	/
CN1CCN(S(=O)(=O)c2cccc([N+](=O)[O-])c2)CC1	-1.8	-30	0	-1	-5	-2.6	/	1	11	-5
COc1ccc(CSC2=NCCN2)cc1Br	-1.5	5	-5	-4	5	-0.7	1	-9	/	0
CN(C)Cc1c(O)ccc2oc(Cc3ccccc3)cc12	0.2	27	-2	1	-2	-2.2	-4	-10	19	-1
Cn1c(=O)c2c(nc(N3CCCCCC3)n2CCSc2nc3ccccc3o2)n(C)c1=O	0.0	-3	-1	0	-4	-0.4	1	-4	7	0
C=CC1=C2C=C(C3CC3)N(CC3CC3)C=C2C(=O)C(C)(OC(=O)c2ccco2)C1=O (stereo not given)	1.5	1	3	-5	-6	-0.3	-1	-2	5	-6
Cc1ccc(SCC(=O)NCCSC(C)(C)C)cc1	-0.6	0	-4	-2	-12	-0.3	/	-6	8	1
c1ccc(CN(Cc2ccccc2)c2nn[nH]n2)cc1	1.5	-1	1	0	-2	-0.9	3	-7	35	-1
O=C(COC(=O)COc1ccccc1)Nc1ccc(OC(F)(F)F)cc1	0.4	-3	-4	0	3	/	-3	0	28	-3
COc1ccc(C(=O)Cn2nnc(-c3ccccc3F)n2)cc1	-0.6	-2	-2	0	0	-0.6	-4	2	-3	-1
COc1cccc(/C=C/c2[nH]c(=O)[nH]c(=O)c2[N+](=O)[O-])c1O	0.1	-3	7	-5	1	0.7	-5	-1	15	-2
Cc1cccc(C)c1N(CC(=O)Nc1cccc(N(C)S(C)(=O)=O)c1)S(C)(=O)=O	-0.3	8	-1	0	6	-1.0	0	-1	5	-3
Cc1sc2ncnc(N3CCC(C)CC3)c2c1C	2.2	-3	-3	2	-9	-1.9	-4	6	/	1
CCOC(=O)C1CCN(C(=O)c2cc3cc(F)ccc3[nH]2)CC1	-1.6	-4	-7	1	-11	-0.4	-1	-8	5	2
CCCC(C(=O)NC(C)(C)C)N(CC1CCCO1)C(=O)c1snc(C(N)=O)c1N (stereo not given)	-1.1	3	0	1	-4	-3.2	-3	3	14	0
C/C(CC(=O)N(C(C)C)C(C)C)=N\NC(=O)COc1ccc(Br)cc1Br	1.4	2	-3	3	-5	-2.1	1	-3	/	7
O=S(=O)(c1ccc2[nH]c3c(c2c1)CCCC3)N1CCCCC1	1.2	15	-1	2	-10	-2.1	-11	-13	12	-2
CN(Cc1ccccc1)c1ccc(N2C(=O)CCCC2=O)cc1[N+](=O)[O-]	-0.4	0	5	-2	-8	0.4	-1	-1	-12	-5
N#C/C(=C/c1ccc(CNS(=O)(=O)c2ccccc2)o1)C(N)=O	2.4	0	0	-2	7	0.5	-8	2	17	6
C=CCNC(=O)CN(c1cc(Cl)ccc1OC)S(=O)(=O)c1ccc(C)c([N+](=O)[O-])c1	1.5	13	1	-5	-10	-0.4	-2	-22	3	4
O=C1C(c2ccc(F)cc2)N(CC2COc3ccccc3O2)C(=O)CN1C1CCCCC1 (stereo not given)	-1.3	-1	-1	-3	-5	-0.5	/	1	-16	3
O=C(NC1CCCCC1)c1cc(Cl)nc2ccccc12	-2.7	2	0	-1	0	-0.6	-4	2	19	3
CNC(=S)N1CCN(CCNC2=CC(=O)CC(C)(C)C2)CC1	3.8	-17	-1	5	3	-2.7	-4	-1	7	2
CCOC(=O)CS(=O)(=O)CC(=O)Nc1ccc([N+](=O)[O-])cc1OC	3.4	-1	3	-2	-5	-0.2	-3	-3	-12	15
CC(=O)c1cc(CN2CCN(CCC(C)C)C(CCO)C2)cs1 (stereo not given)	-2.2	-4	-4	-3	4	/	-5	-7	/	4
CC(C)c1cc(C(=O)NCc2ccco2)no1	1.7	15	0	4	0	-0.4	/	-9	7	6
CN1CCN(C2=Cc3ccc(Cl)cc3Sc3ccc(F)cc32)CC1	1.4	12	-3	6	3	-0.4	-4	3	23	1
COc1ccc(Cc2nc3c([nH]2)c(=O)n(C)c(=O)n3C)cc1OC	0.0	-9	1	-4	1	-0.7	-1	0	26	0
Cc1cccc(C(=O)NCC(=O)OCC(=O)NC2CCCCCCC2)c1	0.4	-4	1	0	1	-0.7	9	-13	9	0
Cc1ccc(C)c(NC(=O)/C(C#N)=C/c2ccc[nH]2)c1	-0.7	-11	-3	-4	9	-0.1	-5	-6	2	1
COc1ccc(OCC(Cn2cnc3ccccc32)OC(C)=O)cc1 (stereo not given)	1.2	8	1	-1	-9	-1.8	0	-11	-22	4
O=C(Nc1ccc2c(c1)OCO2)C1CCN(C(=O)c2ccc([N+](=O)[O-])cc2)CC1	1.6	/	1	-4	-6	-2.1	-1	-6	12	2
N/C(CSc1ccc(Cl)cc1)=N\NC(=O)c1ccncc1	0.1	-7	2	-1	-11	0.1	-3	-7	13	-5
COc1ccccc1C(C)NCC(=O)Nc1ccccc1C(F)(F)F (stereo not given)	-0.4	-1	-11	2	4	-1.7	-2	-3	6	-3
CC(C)CNc1nc2c(c(=O)n(C)c(=O)n2C)n1Cc1cccc(Br)c1	1.5	-3	1	0	-1	1.5	6	-2	-9	-3
COc1ccc(/C=C/C(=O)OCC(=O)Nc2cccc(C(C)=O)c2)cc1	-0.6	-2	-2	-2	-8	-1.7	3	-3	4	-7
O=C1c2ccccc2NC(c2ccccn2)N1c1ccc(Cl)cc1 (stereo not given)	-0.5	1	2	4	6	-0.2	0	-11	-10	3
COc1ccc(NC(=S)Nc2cccc(Cl)c2Cl)cc1OC	-0.4	13	-2	2	-1	-1.7	-1	-2	-21	12
CCc1cc(C(=O)N2CCCC(C(=O)c3ccc(C(F)(F)F)cc3)C2)n(C)n1 (stereo not given)	0.3	8	-1	0	-5	-2.0	-4	-5	-1	-4
O=C1CC(C(=O)O)C2(CCCC2)O1 (stereo not given)	-1.0	-7	-2	-4	-1	0.7	/	-9	20	2
CC1CCN(S(=O)(=O)c2cn(CC(=O)N3CC(C)CC(C)C3)c(=O)c3ccccc23)CC1 (stereo not given)	0.6	6	0	-4	-4	-1.5	-1	-6	-66	0
C/C(=N\NC(=O)c1cc(-c2ccccn2)nc2ccccc12)c1cccc([N+](=O)[O-])c1	98*	7	-3	-6	-9	1.3	-2	-1	10	6
C=C1SC(Nc2c(C)cc(C)cc2C)=NC12CCCCC2	0.5	-5	-10	3	-2	-0.4	/	-9	-23	1

A second format for part of the listing above.
Molecule | C-LANA FP | Rtt109 HAT inh | DAGLB inhibitor | Keap1 Nrf2 FP | PKA-R2B act | CAL PDZ FP-1 | CAL PDZ FP-2 | RTF Ca sens inh | SR-BI DiI-HDL act | cardiac RTF act
O=C1C(c2ccc(F)cc2)N(CC2COc3ccccc3O2)C(=O)CN1C1CCCCC1 (stereo not given) | -1.3 | -1 | -1 | -3 | -5 | -0.5 | / | 1 | -16 | 3
O=C(NC1CCCCC1)c1cc(Cl)nc2ccccc12 | -2.7 | 2 | 0 | -1 | 0 | -0.6 | -4 | 2 | 19 | 3
CNC(=S)N1CCN(CCNC2=CC(=O)CC(C)(C)C2)CC1 | 3.8 | -17 | -1 | 5 | 3 | -2.7 | -4 | -1 | 7 | 2
